# Screening data (PubChem)
# Abeta yeast res: restores growth of yeast expressing A-beta42 peptide | yeast expressing A-beta42, growth rescue, OD600, 48 h; response scale: 0% DMSO, 100% iron-clioquinol control | Potency, µM (titrated, usually from 46.1 µM), without a hit: top-dose growth rescue, actives largely listed as activators | hit rate 0.063% among 410,000 | AID 1347071; note: potency is the fitted concentration of half-maximal effect; nearly all actives have a fitted effect of over 55% in size
#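 Yeast growth medium received pinned compounds, then yeast cells expressing toxic A-beta were added; plates incubated at 30 C for 48 hr. Growth read as absorbance at 600 nm, normalized to DMSO and equimolar FeCl3 plus clioquinol controls.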
# TDP43 rescue: TDP-43 toxicity inhibition in yeast; Potency, µM (titrated, usually from 46.1 µM), for the others: at the top dose growth rescue (activation), actives largely listed as activators; TDP-43 expressing yeast growth rescue, BacTiter-Glo, 24 h; hit rate 1.8% among 410,000; AID 652104; note: potency is the fitted concentration of half-maximal effect; % of control where 0% means no effect; nearly all actives have a fitted effect of over 50% in size
#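 Galactose-induced TDP-43 yeast, OD600=0.02, compound pinned; 24 hr, 30 deg C; BacTiter-Glo luminescence for growth. Inhibitors of TDP-43 toxicity read as activators.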
# aSyn yeast inh: rescues yeast growth from alpha-synuclein toxicity; Yeast expressing alpha-synuclein, growth rescue, BacTiter-Glo, 24 h; Potency, µM (top dose mostly 46.1 µM), inactives show at the highest dose growth rescue (activation), most hits filed as activators; hit rate 0.14% among 370,000; AID 652106; note: potency is the fitted concentration of half-maximal effect; % of control where 0% means no effect; nearly all actives have a fitted effect of over 65% in size
#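 Screening used galactose-induced yeast with toxic alpha-synuclein levels, exposed to compound for 24 hr at 30 deg C. Cell growth, read with BacTiter-Glo luminescence, gave the measured signal.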
# FUS yeast rescue: suppressors of FUS proteinopathy in yeast; S. cerevisiae FUS-expressing, growth rescue, OD600, 24 h; Potency, µM (doses to about 76.6 µM), inactives show at the top dose growth rescue (activation), actives largely listed as activators; hit rate 0.24% among 390,000; AID 1347120;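 note: potency is the fitted concentration of half-maximal effect; plate controls were DMSO vehicle for no effect and reference control for full effect; nearly all actives have a fitted effect of over 55% in size; some results filed as inactive show a strong effect at the top dose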
#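 S. cerevisiae expressing FUS from galactose induction served as the toxicity model. Growth after 24hr at 30C, read as absorbance at 600 nm, indicates suppression of toxicity; compounds dosed at several concentrations.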
# EPAC2 antag: antagonists of human EPAC2 | EPAC2 GEF exchange of Rap1B-BODIPY-GDP, fluorescence | hit rate 0.18% among 360,000 | AID 720708 | Q8WZA2 | Potency, µM (titrated, usually from 114 µM), inactives show top-dose activity, negative = inhibition, most hits filed as inhibitors; note: potency is the fitted concentration of half-maximal effect; % is set by controls: 0 for no effect and ±100 for the full control effect; nearly all actives have a fitted effect of over 45% in size; many of its hits are not listed in these tables
# Target sequence (Q8WZA2 whole entry, looked up): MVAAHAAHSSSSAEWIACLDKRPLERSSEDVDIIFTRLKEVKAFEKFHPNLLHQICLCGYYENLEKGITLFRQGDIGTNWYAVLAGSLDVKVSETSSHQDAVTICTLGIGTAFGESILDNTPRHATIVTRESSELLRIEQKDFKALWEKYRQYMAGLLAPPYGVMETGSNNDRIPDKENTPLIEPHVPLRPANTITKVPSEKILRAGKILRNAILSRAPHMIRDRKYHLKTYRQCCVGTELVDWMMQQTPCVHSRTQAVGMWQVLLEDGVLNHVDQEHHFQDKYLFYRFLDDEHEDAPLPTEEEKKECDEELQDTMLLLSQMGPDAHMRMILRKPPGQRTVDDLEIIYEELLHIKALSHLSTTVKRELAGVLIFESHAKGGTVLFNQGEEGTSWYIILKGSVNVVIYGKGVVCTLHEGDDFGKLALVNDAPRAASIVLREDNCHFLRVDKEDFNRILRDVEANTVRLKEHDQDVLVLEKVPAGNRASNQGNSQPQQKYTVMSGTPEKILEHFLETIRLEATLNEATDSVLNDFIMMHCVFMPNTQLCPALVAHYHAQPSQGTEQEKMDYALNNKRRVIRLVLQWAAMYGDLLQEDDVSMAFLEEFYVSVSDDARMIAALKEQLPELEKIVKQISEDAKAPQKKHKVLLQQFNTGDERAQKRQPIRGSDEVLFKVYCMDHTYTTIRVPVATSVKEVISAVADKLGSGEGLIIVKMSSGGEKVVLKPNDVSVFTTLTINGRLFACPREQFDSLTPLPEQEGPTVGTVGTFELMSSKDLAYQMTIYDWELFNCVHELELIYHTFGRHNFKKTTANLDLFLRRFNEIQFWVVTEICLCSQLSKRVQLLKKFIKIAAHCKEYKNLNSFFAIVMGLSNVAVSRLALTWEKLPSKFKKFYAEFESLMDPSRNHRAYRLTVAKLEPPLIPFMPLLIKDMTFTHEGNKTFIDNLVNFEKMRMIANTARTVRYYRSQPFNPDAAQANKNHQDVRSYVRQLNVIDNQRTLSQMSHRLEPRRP
# EPAC2 agonist: agonists of human EPAC2 (RAPGEF4) | AID 720711 | Potency, µM (top dose mostly 154 µM), inactives show top-dose activation, actives largely listed as activators | Q8WZA2 | hit rate 0.079% among 360,000 | EPAC2 activation, biochemical qHTS; response scale: 100% = 6.5 mM cAMP response; note: potency is the fitted concentration of half-maximal effect; nearly all actives have a fitted effect of over 50% in size
#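 Compounds were added across a concentration range to EPAC2 (100 nM), RAP1B-BODIPY-GDP (250 nM) and GDP (50 uM). After 5 min at room temperature, fluorescence was recorded at 5-min intervals for 30 min.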
# D3 ag: activates the human D3 dopamine receptor. P35462. D3R DiscoveRx beta-arrestin cells, luminescence, 90 min. hit rate 0.58% among 410,000. max activation, %. AID 652048; in the data active = max activation above about 30%; note: 0% is about no effect; mostly tested at two doses, the higher about 12 µM
#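 Cells at 1500/well, incubated overnight, then treated with pinned compounds (dopamine as control) for 90 min at 37 degrees C. DiscoveRx reagent added for 30 - 60 minutes at room temperature; luminescence read.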
# D3 antag: antagonists of human D3 dopamine receptor; P35462; D3R cells, DiscoveRx beta-arrestin luminescence, antagonist mode; stronger effect = lower value; max response, negative = inhibition, %; hit rate 2.5% among 360,000; AID 652054; in the data active = max response below about -50%; inconclusive = no clear call, values can overlap the other calls; note: % is set by controls: 0 for no effect and ±100 for the full control effect; mostly tested at two doses, the higher about 12 µM
#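 Cells expressing the human receptor were seeded at 1500 cells/well, incubated overnight at 37 degrees C in 5% CO2, then exposed to library compounds with dopamine controls for 90 minutes at 37 degrees C before luminescent detection.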
# Numbers without * were called inactive; ? = inconclusive; nt = no result given; [ ] = remark or other dose. Unless noted, calls come from the whole dose curve; as a rule, active = well fitted curve in the direction sought with a large enough effect; inconclusive = small, poorly fitted or top-dose-only effect, or another doubt; inactive = no such curve, though single readings can be large; an effect the other way counts as inactive or inconclusive. Only part of the results is shown (hit frequency here may not be typical).
SMILES,Abeta yeast res,TDP43 rescue,aSyn yeast inh,FUS yeast rescue,EPAC2 antag,EPAC2 agonist,D3 ag,D3 antag
CCOC(=O)c1ccc(NC(=O)c2c(NCc3cccs3)sc3c2CCCC3)cc1,-9%,29%,nt,?,nt,nt,-13,nt
CCCC/C=C1\CCc2c([nH]c3ccccc23)C1=O,8%,nt,-11%,17%,4%,2%,12,12
CCN(CC)S(=O)(=O)c1ccc(N2CCN(C)CC2)c(NC(=O)Nc2ccc(C)cc2)c1,5%,-6%,7%,-13%,3%,3%,2,9
COc1cccc(CN2CCC2(C)C(=O)Nc2cccc3cccnc23)c1F (stereo unspecified),-6%,0%,-11%,25%,-12%,11%,-3,3
Cc1c(NC(=O)CSc2ccccn2)c(=O)n(-c2ccccc2)n1C,12%,-15%,0%,17%,-5%,11%,-2,3
CC(C)NC(=O)c1ccc(COCC(F)(F)F)cc1,-5%,19%,1%,10%,15%,-12%,5,-2
NC(=O)CN1C(=O)C2CCCCN2C(=O)c2ccccc21 (stereo unspecified),-4%,-11%,0%,20%,17%,4%,-2,5
CCOC(=O)C1(CCCc2ccccc2)CCN(C(=O)C2CCCO2)CC1 (stereo unspecified),5%,-15%[0.397 µM],18%,27%,2%,-1%,6,-14
COc1ccc(/C=C/c2c(-c3ccc(OC)cc3)sc3ccc(N4CCOCC4)cc23)cc1,-3%,5%,1%,42%,1%,3%,-6,13
CCC(CO)Oc1cc(NCc2ccc(C(=O)O)cc2)c2ncn(C(C)C)c2c1 (stereo unspecified),-5%,-4%,-1%,10%,-3%,8%,-10,0
O=C(Cc1csc(N2CCOCC2)n1)N/N=C/c1ccc(O)c(O)c1O,0%,-25%,-1%,44%,1%,-6%,-13,-57*
COc1ccc(NC(=O)c2ccc(CNc3c(N4CCCC4)c(=O)c3=O)cc2)cc1Cl,-13%,-24%,-2%,11%,-8%,8%,-13,-5
CCCCCCCCN1C(=O)[C@H](CC(=O)NCc2ccc(C)o2)C[C@@]2(C(=O)OC)CC(C)(C)CC=C12,2%,17%,-3%,?,?,-10%,-2,17
Cc1cccc(-c2nnc(SCC(=O)NC3CCCC3)o2)c1,-1%,-8%,5%,5%,1%,-8%,-5,5
Cc1cccc2sc(NC(=O)CCNS(=O)(=O)c3cccs3)nc12,11%,10%,3%,39%,-1%,0%,-4,22
CCCSc1nnc2[nH]c(=O)cc(C)n12,-7%,7%,nt,-1%,nt,nt,-11,nt
COc1ccccc1C(=O)Nc1ccc2c(c1)nc(CCNC(=O)c1ccccc1)n2C,-1%,4%,-1%,7%,2%,-4%,2,31
COC(=O)NCCOC(=O)N(O)c1ccc(Br)cc1,13%,-5%,8%,18%,-3%,5%,8,30
CCOc1ccc(NC(=O)COc2ccc(C(=O)NC(C)c3ccc(S(N)(=O)=O)cc3)cc2OC)cc1 (stereo unspecified),5%,19%,2%,4%,2%,-5%,1,12
O=C(Nc1ccc(F)cc1F)c1cccc(S(=O)(=O)N2CCCCC2)c1,-10%,0%,?,-4%,-6%,9%,2,-8
CCCCNC(=O)N1CCCN(c2ccc(C#N)cn2)CC1,-11%,19%,3%,-18%,0%,10%,2,25
COC(=O)c1cc2occc2n1CC(=O)Nc1ccc(C)cc1C,5%,-8%,4%,35%,11%,2%,4,-19
CCOC(=O)c1cc(CN2CCOCC2)oc1-c1ccccc1,14%,0%,-2%,4%,2%,-7%,-9,-23
O=C1NCCN(Cc2ccc(F)cc2)C1CC(=O)N1CC=C(c2ccccc2)CC1 (stereo unspecified),19%,-14%,3%,14%,-8%,-1%,-11,-23
CN1CCN(c2nc(-c3ccccc3Cl)nc3ccccc23)CC1,-4%,15%,1%,-15%,-3%,-2%,-8,-24
O=C(N/N=C/c1ccccc1[N+](=O)[O-])c1ccc(COc2ccccc2-c2ccccc2)cc1,?,0%,0%,nt,12%,5%,4,5
Cc1c(C(=O)NCc2ccco2)oc2ccc(S(=O)(=O)N3CCC4(CC3)OCCO4)cc12,8%,?,11%,29%,4%,1%,0,-1
CCCCn1c(N)c(N(CCOC)C(=O)COC(=O)CCOc2ccccc2)c(=O)[nH]c1=O,-6%,-7%,2%,-12%,3%,0%,2,6
CCCNC(=O)C1CNc2ccccc2O1 (stereo unspecified),14%,6%,4%,-41%,-2%,10%,-3,-23
CC1CN(C(=O)c2scc3c2OCCO3)CC(C)O1 (stereo unspecified),-2%,-6%,-1%,-9%,7%,0%,-2,17

# Whole records, quoted from the list. Order of values: Abeta yeast res, TDP43 rescue, aSyn yeast inh, FUS yeast rescue, EPAC2 antag, EPAC2 agonist, D3 ag, D3 antag
# Listed for COc1ccc(/C=C/c2c(-c3ccc(OC)cc3)sc3ccc(N4CCOCC4)cc23)cc1 = -3%, 5%, 1%, 42%, 1%, 3%, -6, 13
# Listed for CCOC(=O)C1(CCCc2ccccc2)CCN(C(=O)C2CCCO2)CC1 (stereo unspecified) = 5%, -15%[0.397 µM], 18%, 27%, 2%, -1%, 6, -14
# Listed for COc1cccc(CN2CCC2(C)C(=O)Nc2cccc3cccnc23)c1F (stereo unspecified) = -6%, 0%, -11%, 25%, -12%, 11%, -3, 3
# Listed for O=C(N/N=C/c1ccccc1[N+](=O)[O-])c1ccc(COc2ccccc2-c2ccccc2)cc1 = ?, 0%, 0%, nt, 12%, 5%, 4, 5
# Listed for NC(=O)CN1C(=O)C2CCCCN2C(=O)c2ccccc21 (stereo unspecified) = -4%, -11%, 0%, 20%, 17%, 4%, -2, 5

# Carrying on.
SMILES,Abeta yeast res,TDP43 rescue,aSyn yeast inh,FUS yeast rescue,EPAC2 antag,EPAC2 agonist,D3 ag,D3 antag
CCOC(=O)c1c(NC(=O)c2ccc(S(=O)(=O)N(CC(C)C)CC(C)C)cc2)sc2c1CCN(C(=O)OCC)C2,-14%,-8%,-1%,-6%,nt,nt,-9,nt
CC(C)C(NC(=O)c1ccccc1F)C(=O)NCc1ccccc1 (stereo unspecified),-7%,11%,0%,-18%,6%,5%,0,16
CC(=O)N=Cc1c(C)c(C#N)c(=O)n(C)c1O,7%,1%,10%,-19%,2%,-4%,1,12
O=C(NCCCc1ccccc1)c1cccc([N+](=O)[O-])c1,?,?,-6%,-8%,-10%,5%,-2,0
O=C(Nc1ccc(F)cc1F)N1CCc2c(sc3c2CCCC3)C1c1ccc(F)cc1 (stereo unspecified),-5%,1%,nt,4%,nt,nt,-9,nt
COc1nc2ccccc2nc1CCC(=O)O,-5%,-10%,1%,-5%,6%,2%,5,10
Cc1ccc(Cn2c(N3CCNCC3)nc3c2c(=O)[nH]c(=O)n3C)cc1,-4%,5%,-2%,-12%,1%,8%,4,10
COc1ccc(C(CNC(=O)c2cc3ccccc3cc2O)N2CCOCC2)cc1 (stereo unspecified),-4%,-14%,2%,33%,-6%,12%,-19,?
O=C1NC(=S)N/C1=C/c1cccn1-c1ccc([N+](=O)[O-])cc1,-12%,-14%,0%,16%,7%,6%,11,-14
COc1ccc2oc(=O)c(C(=O)Nc3ccccc3-c3ccccc3)cc2c1,-12%,-13%,5%,-7%,16%,12%,-3,12
COc1ccc(-c2ccccc2)cc1NC(=O)C1(C)CCN1C(=O)C(C)C (stereo unspecified),8%,35µM*,2%,?,-22%,9%,8,17
COc1ccc(S(=O)(=O)N2CCN(c3cnccn3)CC2)cc1OC,-20%,-36%[inhibitor],3%,38%,19%,-4%,-17,0
O=C(O)c1ccc(-c2ccccc2Cl)o1,-2%,5%,17%,25%,5%,1%,-15,-18
CCc1cc2c(N[C@@H](Cc3c[nH]c4ccccc34)C(=O)O)ncnc2s1,12%,-21%,0%,nt,3%,4%,19,23
CCC(C)C(NC(=O)C1CCC(C)CC1)C(=O)Nc1ccc(OC)cc1OC (stereo unspecified),2%,-11%,-2%,-29%,23%,2%,8,23
CC(C)(C)NC(=O)C[C@H]1C[C@H](C(=O)N2CCCCC2)[C@@]2(C)c3[nH]c4cc(-c5ccco5)ccc4c3CCN2C1=O,-7%,?,8%,?,9%,-5%,-10,-21
Cc1ccccc1C(=O)Oc1ccc(Cl)cc1C(=S)N1CCOCC1,-15%,13µM*,-9%,15%,-5%,8%,-3,0
O=C(CN(c1cccc([N+](=O)[O-])c1)S(=O)(=O)c1ccccc1)N(Cc1ccccc1)Cc1ccccc1,5%,6%,-3%,1%,3%,7%,0,26
OC(C#CCCN1CCCCC1)(c1ccccc1)c1ccccc1,3%,3%,-1%,3%,5%,11%,-20,-16
CC(=O)NC(=S)Nc1ccc(NC(=O)c2cccnc2)cc1,1%,11%,1%,8%,8%,0%,2,19
Cc1cccc(C(=O)OC(C)C(=O)N2CCN(Cc3ccccc3)CC2)c1 (stereo unspecified),18%,20%,3%,-4%,0%,2%,-9,24
CCOc1ccc(C(=O)Nc2ccc3c(c2)OCCO3)cc1,-2%,-17%[1.82 µM],-4%,7%,-1%,-1%,3,-3
O=C(NC1CC1)c1cccc(NC(=O)C2CC2)c1,-15%,5%,0%,-19%,-2%,-1%,-10,-15
O=C(NCN1C(=O)C2C3C=CC(C3)C2C1=O)Nc1nncs1 (stereo unspecified),20%,-4%,-6%,-1%,-1%,5%,2,12
CCC(=O)c1cc(F)c(N2CCN(S(=O)(=O)c3ccc(C)cc3)CC2)cc1C,-3%,-10%,?,29%,0%,11%,5,16
CC1(C)C(=O)Nc2ccccc2N1C(=O)COC(=O)c1cccnc1,31%,11%,-2%,0%,2%,8%,9,-6
Cc1ccc(NC(=O)C(=O)NCCCN2CCOCC2)c(C)c1,1%,-6%,4%,-15%,4%,-2%,-2,1
Fc1ccc(NC(=S)NC2CCCCC2)c(F)c1F,13%,14%,-12%,13%,14%,4%,-4,-2
O=C(O)[C@H](Cc1ccccc1)NC(=O)N1CCN(c2ccccc2)CC1,nt,0%,-2%,0%,-2%,5%,-8,-11
COc1ccc(O)c(C(=O)c2cnc3c(c2)CN(C)C(=O)N3)c1,-10%,-10%,-1%,2%,-4%,6%,0,0
C/C(=N\NC(=O)CNC(=O)c1ccc(F)cc1)c1ccco1,-9%,11%,-2%,-17%,8%,7%,0,-1
O=S(=O)(c1ccccc1)n1nc(-c2ccc(Cl)cc2)nc1NCc1ccc(F)cc1,-22%,-16%,-3%,-4%,nt,nt,-7,nt
Cc1ccccc1N1CCN(C(=O)c2cccnc2)CC1,-6%,12%,10%,3%,-7%,-4%,-6,2
